EPAC2 antagonist = blocks human EPAC2 exchange factor | actives 0.18% (n = 360,000) | AID 720708 | EPAC2 GEF exchange of Rap1B-BODIPY-GDP, fluorescence | Potency, µM (top dose mostly 114 µM), without a hit: at the highest dose activity, negative = inhibition, most hits filed as inhibitors; also: % is scaled to controls: 0 for no effect and ±100 for the full control effect; nearly all actives have a fitted effect of over 45% in size; many of its hits are not listed in these tables
FUS yeast rescue = FUS proteinopathy suppression in yeast; actives 0.24% (n = 390,000); AID 1347120; Potency, µM (series often up to 76.6 µM), inactives show at the highest dose growth rescue (activation), actives largely listed as activators; S. cerevisiae FUS-expressing, growth rescue, OD600, 24 h;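 also: plate controls were DMSO vehicle for no effect and reference control for full effect; nearly all actives have a fitted effect of over 55% in size; some results filed as inactive show a strong effect at the top dose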
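Restored growth of FUS-toxic S. cerevisiae, read as 600 nm absorbance after 24 h at 30C in galactose medium (starting OD 0.005). Controls CP55940 and DMSO.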
EPAC1 ag = EPAC1 (human) agonism; O95398; EPAC1 agonist qHTS, biochemical assay; response scale: 100% = response to 6.5 mM cAMP; Potency, µM (titrated, usually from 154 µM), inactives show top-dose activation, hits mostly activators; actives 0.073% (n = 360,000); AID 720707; also: nearly all actives have a fitted effect of over 60% in size
Target sequence (O95398 whole entry, looked up): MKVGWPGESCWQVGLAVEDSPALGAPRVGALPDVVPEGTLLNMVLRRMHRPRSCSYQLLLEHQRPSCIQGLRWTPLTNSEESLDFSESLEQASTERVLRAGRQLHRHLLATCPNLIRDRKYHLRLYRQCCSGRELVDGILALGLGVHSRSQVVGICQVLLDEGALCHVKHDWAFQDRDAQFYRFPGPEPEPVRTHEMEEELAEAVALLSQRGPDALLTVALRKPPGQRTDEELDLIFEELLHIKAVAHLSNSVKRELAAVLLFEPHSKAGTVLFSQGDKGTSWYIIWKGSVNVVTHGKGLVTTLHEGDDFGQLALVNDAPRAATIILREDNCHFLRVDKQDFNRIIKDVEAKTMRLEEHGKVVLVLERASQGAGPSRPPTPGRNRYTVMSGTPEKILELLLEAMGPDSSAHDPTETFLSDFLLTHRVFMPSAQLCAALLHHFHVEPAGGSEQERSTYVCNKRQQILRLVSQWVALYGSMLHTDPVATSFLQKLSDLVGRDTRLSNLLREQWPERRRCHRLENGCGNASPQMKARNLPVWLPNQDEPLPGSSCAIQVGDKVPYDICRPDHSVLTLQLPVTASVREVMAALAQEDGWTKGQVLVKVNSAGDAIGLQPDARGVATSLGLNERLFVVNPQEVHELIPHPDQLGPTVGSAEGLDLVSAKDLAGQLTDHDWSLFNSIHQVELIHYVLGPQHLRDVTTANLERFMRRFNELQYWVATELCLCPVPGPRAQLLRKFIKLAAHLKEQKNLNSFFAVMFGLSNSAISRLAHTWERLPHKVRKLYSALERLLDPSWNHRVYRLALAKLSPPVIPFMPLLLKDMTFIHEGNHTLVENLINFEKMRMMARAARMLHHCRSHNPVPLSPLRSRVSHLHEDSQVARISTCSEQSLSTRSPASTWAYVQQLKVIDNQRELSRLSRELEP
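Multi-concentration qHTS readout: loss of Rap1B-bound BODIPY-GDP fluorescence driven by 100 nM EPAC1 with excess GDP (50 uM), monitored kinetically at room temperature; agonist response expressed relative to 6.5 mM cAMP.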
EPAC1 antag = antagonists of human EPAC1; O95398; Potency, µM (top dose mostly 115 µM), inactives show at the top dose activity change, negative = inhibition, actives largely listed as inhibitors; actives 0.14% (n = 360,000); EPAC1 GEF assay, Rap1b-BODIPY-GDP exchange fluorescence;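 also: plate controls were vehicle for no effect and positive control for full effect; nearly all actives have a fitted effect of over 50% in size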
PTHR1 agonist = activates the human parathyroid hormone receptor PTHR1 | HEK293 GP2 PTHR1 cells, GloSensor cAMP luminescence, 1 h | Potency, µM (doses to about 115 µM), for the others: top-dose activation, usual class: activators | Q03431 | actives 0.075% (n = 410,000); also: nearly all actives have a fitted effect of over 55% in size; some results filed as inactive show a strong effect at the top dose; inactives centre near -15; many of its hits are not listed in these tables
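HEK-293-derived GP2 cells expressing PTHR1 and a GloSensor cAMP reporter, 3,000/well, plated overnight, given luciferin plus IBMX (each 0.5 mM as added) for 1 h at 37 °C, then compound for 1 h at 37 °C. Luminescence was read after 15 min at room temperature.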
EPAC2 agonist = EPAC2 (human) agonism; Q8WZA2; EPAC2 activation, biochemical qHTS; response scale: 100% = 6.5 mM cAMP response; Potency, µM (doses to about 154 µM), inactives show at the top dose activation, actives largely listed as activators; actives 0.079% (n = 360,000); AID 720711; also: nearly all actives have a fitted effect of over 50% in size
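Guanine nucleotide exchange by EPAC2 is measured as reduced fluorescence of BODIPY-GDP once it is released from 250 nM Rap1B. Plates are read kinetically for 30 min at room temperature; results are scaled to 6.5 mM cAMP.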
aSyn yeast inh = alpha-synuclein toxicity inhibition in yeast; Yeast expressing alpha-synuclein, growth rescue, BacTiter-Glo, 24 h; Potency, µM (series often up to 46.1 µM), without a hit: top-dose growth rescue (activation), actives largely listed as activators; actives 0.14% (n = 370,000); AID 652106; also: % of control where 0% means no effect; nearly all actives have a fitted effect of over 65% in size
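Rescue of yeast growth: cells expressing toxic alpha-synuclein, induced in galactose at OD600 0.02, incubated with compound 24 h at 30 C. ATP luminescence quantified growth; inhibitors of toxicity appear as activators.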
TDP43 rescue = inhibitors of TDP-43 toxicity in yeast | TDP-43 expressing yeast growth rescue, BacTiter-Glo, 24 h | Potency, µM (series often up to 46.1 µM), for inactives: top-dose growth rescue (activation), usual class: activators | actives 1.8% (n = 410,000) | AID 652104; also: % of control where 0% means no effect; nearly all actives have a fitted effect of over 50% in size
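Readout is BacTiter-Glo luminescence of cell growth, so inhibitors register as activators. TDP-43-expressing yeast at OD600=0.02 in galactose medium, after raffinose pregrowth to mid-log, were incubated with compound for 24 hr at 30 deg C.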
Numbers without * were called inactive; i = inactive; u = inconclusive; x = not tested or not shown; [ ] = another dose, or the depositor's remark. Calls follow the shape of the dose curve; as a rule, active = well fitted curve in the direction sought with a large enough effect; inconclusive = small, poorly fitted or top-dose-only effect, or another doubt; inactive = no such curve, though single readings can be large; an effect the other way counts as inactive or inconclusive. Potency is read from the fitted curve at half-maximal effect.

no.	molecule	EPAC2 antagonist	FUS yeast rescue	EPAC1 ag	EPAC1 antag	PTHR1 agonist	EPAC2 agonist	aSyn yeast inh	TDP43 rescue
1	CN(CC(=O)Nc1ccc(N2CCOCC2)cc1)C(=O)CC(c1ccccc1)c1ccccc1	5.5%	u	-4.9%	-12.1%	-24.5%	4.2%	15.6%	-20.7%
2	COCCN1C(=O)C(=O)/C(=C(/O)c2ccc(S(=O)(=O)N3CCCCC3)cc2)C1c1ccc(OC)cc1 (centres undefined)	4.5%	10.4%	9.0%	-16.7%	-14.7%	-5.6%	-9.0%	-8.4%
3	CC(C)(C)c1ccc(OC(=O)Nc2ccc(O)c(C(=O)O)c2)cc1	-23.9%	-15.0%	-11.7%	-12.1%	-49.9%[inhibitor]	-1.2%	-6.7%	12.2%
4	COC(=O)c1ccccc1N=C(SC)N(C)C	2.1%	12.5%	4.1%	11.3%	i	11.9%	-17.2%	-5.1%
5	CC(=O)Nc1ccc(S(=O)(=O)Nc2ccc(N3CCCCC3)cc2)cc1	3.6%	16.3%	-16.5%	4.5%	-27.7%	-7.5%	-14.7%	0.0%
6	CCOC(=O)C1=C(COC(=O)CCNS(=O)(=O)c2ccc(NC(C)=O)cc2)NC(=O)NC1C (centres undefined)	2.3%	17.8%	2.2%	0.3%	i	2.6%	-0.6%	-0.6%
7	CN1CCN(CC#CCn2c3ccccc3c3ccccc32)CC1	-0.4%	-13.1%	0.5%	-0.5%	-3.7%	-3.8%	4.3%	-17.1%
8	O=C(c1ccc(F)cc1F)N1CCC(N2CCC(C(=O)N3CCOCC3)CC2)CC1	21.2%	13.6%	1.4%	6.9%	-20.5%	-1.7%	-5.1%	-17.2%

Copied from above: compounds 1 to 5
no.	molecule	EPAC2 antagonist	FUS yeast rescue	EPAC1 ag	EPAC1 antag	PTHR1 agonist	EPAC2 agonist	aSyn yeast inh	TDP43 rescue
1	CN(CC(=O)Nc1ccc(N2CCOCC2)cc1)C(=O)CC(c1ccccc1)c1ccccc1	5.5%	u	-4.9%	-12.1%	-24.5%	4.2%	15.6%	-20.7%
2	COCCN1C(=O)C(=O)/C(=C(/O)c2ccc(S(=O)(=O)N3CCCCC3)cc2)C1c1ccc(OC)cc1 (centres undefined)	4.5%	10.4%	9.0%	-16.7%	-14.7%	-5.6%	-9.0%	-8.4%
3	CC(C)(C)c1ccc(OC(=O)Nc2ccc(O)c(C(=O)O)c2)cc1	-23.9%	-15.0%	-11.7%	-12.1%	-49.9%[inhibitor]	-1.2%	-6.7%	12.2%
4	COC(=O)c1ccccc1N=C(SC)N(C)C	2.1%	12.5%	4.1%	11.3%	i	11.9%	-17.2%	-5.1%
5	CC(=O)Nc1ccc(S(=O)(=O)Nc2ccc(N3CCCCC3)cc2)cc1	3.6%	16.3%	-16.5%	4.5%	-27.7%	-7.5%	-14.7%	0.0%

Remaining list, next part:
no.	molecule	EPAC2 antagonist	FUS yeast rescue	EPAC1 ag	EPAC1 antag	PTHR1 agonist	EPAC2 agonist	aSyn yeast inh	TDP43 rescue
9	CCSc1nc(C2CC2)cc(-c2cccs2)c1C#N	-0.3%	-3.5%	11.2%	-3.6%	0.3%[57.5 µM]	3.0%	5.9%	-1.5%
10	CC(NCC(O)COc1ccc(S(=O)(=O)N2CCOCC2)cc1)c1ccccc1 (centres undefined)	4.4%	15.2%	-11.5%	10.5%	-21.3%	3.5%	3.8%	5.8%
11	Oc1ccc(N=Nc2n[nH]c(-c3ccccc3)n2)cc1	-3.1%	x	0.3%	-3.3%	-56.7%[inhibitor]	5.0%	-10.3%	9.6%
12	FC(F)(F)c1cc(Cl)c2nnc(-c3cccnc3)n2c1	3.8%	14.0%	-3.5%	14.0%	i	-2.9%	-5.5%	-15.4%
13	O=C(Nc1cccc(C(F)(F)F)c1)C1Cc2c(-c3ccco3)ccnc2O1 (centres undefined)	2.5%	-18.4%	-13.8%	-3.9%	-14.9%	3.9%	1.9%	14.5%
14	Cc1cc(OCCN2CCCC2)ccc1C(C)C	-0.7%	-0.5%	1.1%	-3.2%	-9.9%[57.5 µM]	11.8%	4.8%	3.5%
15	COC(=O)c1c(C)[nH]c(C(=O)C(C)OC(=O)C2=NNC(=O)CC2)c1C (centres undefined)	-10.0%	16.4%	4.9%	-5.0%	i	-3.8%	-0.6%	-4.6%
16	Cc1cc(C)cc(-n2ccnc2SCC(=O)Nc2ccccc2F)c1	x	-9.0%	x	x	i	x	3.8%	u

no.	molecule	EPAC2 antagonist	FUS yeast rescue	EPAC1 ag	EPAC1 antag	PTHR1 agonist	EPAC2 agonist	aSyn yeast inh	TDP43 rescue
17	CC(=O)c1cccc(NC(=O)Cn2cnc(S(=O)(=O)N3CCOCC3)c2)c1	11.9%	20.9%	8.3%	3.3%	11.3%	10.6%	-1.2%	-31.9%[inhibitor]
18	Cc1cc(C(=O)OCC(=O)Nc2ccccc2Cl)c(C)o1	22.1%	x	13.8%	12.0%	i	-2.2%	-3.9%	29.4%
19	Cc1ccn2c(=O)nc(SCC(=O)N3N=C(c4cccs4)CC3c3ccc(F)cc3)nc2c1 (centres undefined)	4.4%	49.6%	-9.1%	13.3%	-8.4%	-2.7%	13.0%	15.0%
20	CCOc1ccc(-n2c(SCC(N)=O)nc3sc4c(c3c2=O)CCN(C)C4)cc1	5.7%	u	-3.8%	-7.4%	17.4%	8.6%	1.8%	-8.4%
21	COc1ccc(Nc2cc(C)nc3nc(C)nn23)c(OC)c1	-18.4%	-8.9%	5.1%	5.0%	-6.9%	7.0%	-2.9%	6.6%
22	CCN1CCc2c(sc(NC(=O)C3COc4ccccc4O3)c2C(N)=O)C1 (centres undefined)	-0.9%	x	-3.4%	-4.5%	-32.7%	-3.3%	2.8%	19.8%
23	Cc1c(C(=O)O)c(=S)sn1CCOc1ccccc1	-1.9%	-1.0%	5.4%	-14.7%	i	6.0%	2.0%	10.7%
24	O=C(C1CCCO1)N1CCN(c2c3c(nc4cc(-c5ccc(F)cc5)nn24)CCC3)CC1 (centres undefined)	-2.1%	3.8%	1.2%	7.4%	-19.5%	3.6%	0.0%	-11.0%

no.	molecule	EPAC2 antagonist	FUS yeast rescue	EPAC1 ag	EPAC1 antag	PTHR1 agonist	EPAC2 agonist	aSyn yeast inh	TDP43 rescue
25	NC(=O)COC(=O)c1cc(=O)[nH]c2ccccc12	-0.9%	15.5%	13.3%	2.4%	i	8.5%	-3.5%	-9.6%
26	O=C(CSc1ncn[nH]1)NC1CC2CCC1C2 (centres undefined)	-1.6%	11.6%	0.8%	5.7%	-2.6%[57.5 µM]	13.1%	-7.5%	4.2%
27	c1ccc2sc(-n3cc(C4CCCCC4)nn3)nc2c1	8.9%	-11.6%	-45.0%[inhibitor]	-29.3%	-32.2%[inhibitor]	3.6%	-8.1%	19.6%
28	O=C(C1CCCN(Cc2cc(Br)ccc2O)C1)N1CCCCC1 (centres undefined)	12.0%	11.6%	-0.9%	-1.8%	-0.5%	5.5%	2.5%	-0.1%
29	CCCNC(=O)c1cc(C2CCCN(C(=O)c3cc(F)ccc3C)C2)on1 (centres undefined)	0.4%	-7.2%	-11.2%	-24.8%	-16.1%	-0.1%	0.7%	6.0%
30	S=C1NCCNC(=S)NCCOCCOCCN1	1.9%	9.6%	3.0%	-5.0%	i	2.2%	-10.0%	8.8%
31	O=C(Nc1nnc([C@@H]2C[C@H](O)[C@@H](CO)O2)s1)c1cccc(Cl)c1	-7.4%	-9.2%	0.3%	-11.3%	-9.6%	6.1%	-1.2%	16.3%
32	Cc1nnc(Sc2cc(C(=O)NCc3ccco3)c3ccccc3n2)s1	7.7%	11.1%	0.0%	-17.3%	i	-2.7%	2.6%	1.8%

no.	molecule	EPAC2 antagonist	FUS yeast rescue	EPAC1 ag	EPAC1 antag	PTHR1 agonist	EPAC2 agonist	aSyn yeast inh	TDP43 rescue
33	CC(=O)c1ccc(NC(=O)C(C)Sc2n[nH]c(-c3cccnc3)n2)cc1 (centres undefined)	-0.8%	4.1%	3.3%	0.5%	20.7%	10.4%	-2.6%	12.4%
34	CSc1ccc(C2C(C#N)=C(N)Oc3cc4c(cc32)OCO4)cc1 (centres undefined)	-10.6%	42.6%	u	-27.5%	-21.3%[57.5 µM]	25.7%	-7.0%	-17.6%
35	COc1ccc(C(=O)Nc2cc(S(=O)(=O)N3CCCC3)ccc2Cl)cc1	-6.9%	x	1.2%	-13.8%	-92.2%[inhibitor]	4.4%	1.3%	u
36	O=C(O)c1cccc(NS(=O)(=O)c2ccc(Cl)c(C(=O)Nc3cccc([N+](=O)[O-])c3)c2)c1	12.6%	18.0%	-2.8%	-6.0%	-13.9%	6.8%	-2.7%	-24.5%
37	CCn1ncc([N+](=O)[O-])c1C(=O)N1CCCC1	-18.3%	x	0.8%	-1.0%	-93.4%[inhibitor]	3.0%	-0.2%	-6.9%
38	COc1cc(C(=O)NC(=S)NNC(=O)c2cnccn2)cc(OC)c1OC	10.5%	x	-1.2%	3.6%	-18.2%	-2.6%	-19.7%	-83.2%[inhibitor]
39	CC(O)(c1ccc(F)c(F)c1)c1nc(-c2ccc(S(C)(=O)=O)cc2)cs1 (centres undefined)	-6.4%	19.2%	-4.7%	-28.3%	-6.0%	8.5%	2.9%	13.8%
40	CCOc1ccc(Cn2nnc(C(=O)NCc3ccc(OC)cc3)c2N)cc1	-6.3%	-17.5%	-6.1%	-5.7%	-12.1%	-1.0%	-0.2%	3.2%

no.	molecule	EPAC2 antagonist	FUS yeast rescue	EPAC1 ag	EPAC1 antag	PTHR1 agonist	EPAC2 agonist	aSyn yeast inh	TDP43 rescue
41	COc1cccc(NC(=O)C(C)(C)C)c1	9.9%	-18.2%	-4.5%	-16.7%	-5.9%	16.6%	-2.4%	14.3%
42	CCc1cc2c(CN3CCN(CCO)CC3)cc(=O)oc2cc1O	17.7%	35.8%	3.5%	13.7%	11.3%	-0.5%	-2.4%	2.0%
43	COc1ccc(C(=O)NC(C)CCn2cccn2)cc1OC1CCN(C(C)C)CC1 (centres undefined)	2.8%	x	-7.9%	2.9%	i	-3.8%	1.2%	13.1%
44	O=C(Nc1ccc(Oc2cccnc2)cc1)c1cccc([N+](=O)[O-])c1	-2.3%	x	1.6%	-12.8%	-22.3%	4.2%	0.9%	26.6%
45	CCCC1(C(=O)OCC)NC(c2ccc(N(C)C)cc2)C2C(=O)N(c3ccc(OCC)cc3)C(=O)C21 (centres undefined)	-10.5%	21.3%	4.6%	-6.0%	-31.0%	0.1%	2.3%	12.5%
46	CCOC(=O)c1ccc(NS(=O)(=O)c2cc3c(cc2C)NC(=O)CO3)cc1	2.9%	-5.3%	-6.1%	-7.1%	i	-2.0%	4.2%	2.4%

Screening results (PubChem BioAssay)

An excerpt, so the mix of outcomes need not match the whole.
